Assay outcomes deposited in PubChem by several laboratories.
M. tuberculosis GlmU = inhibition of mycobacterial GlmU enzyme – biochemical, glucosamine-1-phosphate acetyltransferase (AID 1376) | one-dose inhibition, %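 (tested at 30 µM in the primary screen)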; IC50 in µM for titrated hits | 220,000 tested, 0.25% active | M. tuberculosis GlmU acetyltransferase enzyme assay; higher % means a stronger effect; in the data active = inhibition above about 13%; inconclusive = no clear call, values can overlap the other calls;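 note: 0% = complete reaction with vehicle and 100% = reaction without substrate; strong numbers were not always called active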
Mtb RmlCD inh = M. tuberculosis RmlC/RmlD coupled enzyme inhibitors, primary screen, biochemical, compound mixtures, 384-well, from 1536-well plates | 160,000 tested, 0.03% active | inhibition, % at 3.6 µM | dTDP-4-dehydrorhamnose reductase (Mycobacterium tuberculosis (strain ATCC 25618 / H37Rv)) … | RmlC+RmlD coupled enzyme assay, percent inhibition; primary screen in compound mixtures; in the data active = inhibition mostly above about 34%, no sharp cut-off; inconclusive = no clear call, values can overlap the other calls; inactive = mostly below about 22%; note: some results filed as inactive read as strong as hits
Target sequence (P9WH09 whole entry, looked up): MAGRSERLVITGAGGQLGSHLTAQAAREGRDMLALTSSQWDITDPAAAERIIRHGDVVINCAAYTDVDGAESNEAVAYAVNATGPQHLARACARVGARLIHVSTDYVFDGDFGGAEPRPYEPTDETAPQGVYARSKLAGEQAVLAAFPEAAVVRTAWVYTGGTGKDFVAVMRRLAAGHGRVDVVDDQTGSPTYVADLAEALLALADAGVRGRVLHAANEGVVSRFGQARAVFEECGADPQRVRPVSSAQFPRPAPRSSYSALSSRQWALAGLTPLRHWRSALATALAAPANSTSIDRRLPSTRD
Target sequence (P9WH11 whole entry, looked up): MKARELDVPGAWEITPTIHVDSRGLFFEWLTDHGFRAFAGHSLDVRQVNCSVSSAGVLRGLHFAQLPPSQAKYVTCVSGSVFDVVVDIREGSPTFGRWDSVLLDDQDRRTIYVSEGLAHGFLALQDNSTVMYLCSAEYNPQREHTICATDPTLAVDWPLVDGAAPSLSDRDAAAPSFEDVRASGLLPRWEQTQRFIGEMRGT
The depositor's hits bear a star; ? = inconclusive; . = no result given. A portion of the library (hit frequency here may not be typical).

Start of the listing, in advance, three compounds:
SMILES	M. tuberculosis GlmU	Mtb RmlCD inh
Fc1ccc(N2N=C(c3cccs3)CC2c2ccco2)c(F)c1 (stereo not drawn)	1.6%	6
CCOc1ccc(NC(=O)CCN2CCN(S(=O)(=O)c3ccc(OC)cc3)CC2)cc1	-3.4%	0
O=C1CN=C(Nc2ccccc2Cl)N1c1ccccc1	2.5%	-1

Main list, repeating the preview:
SMILES	M. tuberculosis GlmU	Mtb RmlCD inh
Fc1ccc(N2N=C(c3cccs3)CC2c2ccco2)c(F)c1 (stereo not drawn)	1.6%	6
CCOc1ccc(NC(=O)CCN2CCN(S(=O)(=O)c3ccc(OC)cc3)CC2)cc1	-3.4%	0
O=C1CN=C(Nc2ccccc2Cl)N1c1ccccc1	2.5%	-1
CCC(=O)N(Cc1ccc(C)cc1)Cc1cc2cc3c(cc2[nH]c1=O)OCO3	7.7%	11
CC(C)(C)CC(C)(C)NCC(O)COCCOc1ccc(Br)cc1 (stereo not drawn)	-1.9%	4
COc1ccc(NC(=O)N(CCCN(C)C)Cc2cc3cc(OC)ccc3[nH]c2=O)cc1	-0.7%	.
O=S(=O)(NC1CCCCCC1)c1ccc(Br)s1	3.7%	.
COc1ccc(CNC(=O)C(c2ccco2)N(C(=O)c2ccccn2)c2ccccc2)cc1 (stereo not drawn)	1.6%	-11
COc1cccc(NC(=O)Cn2c(=O)n(CCC(=O)NCc3ccco3)c(=O)c3ccccc32)c1	1.0%	-9
O=C(NCCc1ccccc1)C1CCN(S(=O)(=O)c2cccs2)CC1	3.5%	22
O=C(Nc1nc(-c2cccc3ccccc23)cs1)c1ccc2c(c1)S(=O)(=O)c1ccccc1C2=O	6.0%	6
COc1ccc(S(=O)(=O)Nc2c(C(=O)O)[nH]c3ccccc23)cc1OC	5.6%	.
O=C(c1ccccc1)c1ccccc1C(=O)N1CCN(C(=O)c2ccccc2)CC1	-3.2%	6
CCOC(=O)c1ccc(N2Cc3ccccc3C2=N)cc1	-6.7%	-8
O=C(NNC(=S)NC(=O)c1cccs1)c1ccc(NC(=O)c2ccccc2)cc1	5.5%	7
O=C(NCCc1ccccc1)c1c(O)c2cccc3c2n(c1=O)CC3	-3.4%	.
Cc1ccc(-c2nnc(SCC(=O)Nc3ccc(N4CCOCC4)cc3)o2)cc1	-0.3%	7
CC(=O)Nc1ccc2nc(NS(=O)(=O)c3ccc(C)cc3)sc2c1	4.0%	.
CCOc1ccc2nc(NCCNC(=S)NCCCN(C)C)c(C#N)cc2c1	5.8%	5
COc1cc(NC(=O)Cc2nn(C)c(=O)c3ccccc23)cc(OC)c1OC	4.7%	.
COC(=O)Cc1ccc2c3ccccc3n(C)c2c1	-0.8%	11
CCn1cc(C(=O)N2CCN(c3ccccn3)CC2)c(=O)c2cc(S(=O)(=O)N(C)C3CCCCC3)ccc21	-0.1%	3
CCCCN1CCCCC1C(=O)Nc1c(C)cc(C)cc1C (stereo not drawn)	-0.9%	.
COc1ccccc1NS(=O)(=O)c1ccc(NN=C2CCCC2)c([N+](=O)[O-])c1	-5.9%	-5
NC(=O)CC(NC(=O)c1ccc(Br)cc1)c1ccc(N2CCN(c3ccccn3)CC2)c([N+](=O)[O-])c1 (stereo not drawn)	-2.5%	.
S=c1[nH]nc(-c2ccccc2Cl)n1CC1CCCO1 (stereo not drawn)	-1.9%	.
CCOc1ccc(NC(=O)CCN2CCN(c3ccccc3)CC2)cc1	1.8%	.
COC(=O)C1=C(C)NC(C)=C(C(=O)OC)C1c1cc2ccc(C)cc2[nH]c1=O	1.2%	9
C=CCn1c(O)c(C(CC)=Nc2cc(OC)ccc2OC)c(=O)[nH]c1=O	5.7%	-11
CCc1nn(C)c(N)c1C	3.1%	.
Nc1nnn(CC(=O)N/N=C/c2ccco2)n1	1.3%	10
CCOC(=O)c1ccc(NC(=O)CSc2nnc(C)n2-c2ccccc2)cc1	-4.7%	9
c1ccc(CC2CCN(c3nc4ccccc4n4cnnc34)CC2)cc1	-0.9%	-12
CC1CCCCN1S(=O)(=O)c1coc(C(N)=O)c1 (stereo not drawn)	2.6%	-6
Cc1onc(-c2c(Cl)cccc2Cl)c1C(=O)N=S(C)(=O)c1ccccc1 (stereo not drawn)	3.0%	-10
CN(C)/C=C(\C#N)S(=O)(=O)c1ccccc1	-3.3%	.
COc1ccc(-c2[nH]ncc2-c2csc(C)n2)c(O)c1	1.6%	7
Cc1cccc(C(C)C)c1NC(=O)CSc1nncn1C	0.2%	-2
Cc1ccc(OCCn2c(C3CC(=O)N(Cc4ccccc4)C3)nc3ccccc32)cc1 (stereo not drawn)	2.9%	-7
O=Nc1c2nc3ccccc3n(O)c-2c2ccccc12	-0.4%	-5

Sorted by molecular weight (ascending): part of the list above.
SMILES	M. tuberculosis GlmU	Mtb RmlCD inh
CN(C)/C=C(\C#N)S(=O)(=O)c1ccccc1	-3.3%	.
CC1CCCCN1S(=O)(=O)c1coc(C(N)=O)c1 (stereo not drawn)	2.6%	-6
c1ccc(CC2CCN(c3nc4ccccc4n4cnnc34)CC2)cc1	-0.9%	-12

Other records follow:
SMILES	M. tuberculosis GlmU	Mtb RmlCD inh
Cc1ccc(S(=O)(=O)Cc2ccc(C(=O)N3CCN(c4ccccn4)CC3)o2)cc1	4.0%	-5
Cc1ccsc1C(=O)N(c1nc2ccccc2s1)c1c(C)cccc1C	-3.8%	1
CC1Cc2ccccc2N1C(=O)c1ccc2snnc2c1 (stereo not drawn)	4.7%	.
Cc1cccc(OCc2nnc(SCC(=O)N3c4ccccc4Sc4ccc(Cl)cc43)o2)c1	-9.1%	.
O=C(c1ccc2c(c1)OCO2)N(CC1CCCO1)C1(C(=O)NC2CCCCC2)CCCCC1 (stereo not drawn)	-2.5%	.
CCOC(=O)N1CCN(C(=O)CN(C2CCCCC2)S(=O)(=O)c2ccc(Cl)cc2)CC1	-7.4%	13
CCOC(=O)C1=NN(C(=O)Nc2cccc(C(F)(F)F)c2)C2C(=O)N(c3cccc(C(F)(F)F)c3)C(=O)C12 (stereo not drawn)	-2.2%	-7
O=C(O)c1cccc(CN2C(=O)CSC2=O)c1	-3.3%	.
COc1ccc([C@H]2C=C3CN(C(=O)OC(C)(C)C)S(=O)(=O)[C@H]3C[C@H]2OC(=O)c2cccs2)cc1	-2.0%	16
COc1ccc(-c2cn(-c3ccc(C)cc3)c(=O)n2CC(=O)Nc2ccc(OC)c(OC)c2)cc1	1.7%	-6

Shown in markdown: two of the compounds above.
| Molecule | M. tuberculosis GlmU | Mtb RmlCD inh |
| --- | --- | --- |
| CCOC(=O)C1=NN(C(=O)Nc2cccc(C(F)(F)F)c2)C2C(=O)N(c3cccc(C(F)(F)F)c3)C(=O)C12 (stereo not drawn) | -2.2% | -7 |
| CC1Cc2ccccc2N1C(=O)c1ccc2snnc2c1 (stereo not drawn) | 4.7% | . |

Other records.
SMILES	M. tuberculosis GlmU	Mtb RmlCD inh
CC(C)CN(C(=O)c1ccc(=O)n(C)n1)c1nc2ccccc2s1	-1.3%	?
O=C1/C(=C\Nc2ccc(OC(F)(F)F)cc2)CCN1c1ncccn1	-0.1%	.
CCSc1nnc2n(-c3ccc(OC)cc3)c(=O)c3c4c(sc3n12)CCCC4	2.5%	.
O=C(/C=C/c1ccc(O)cc1)c1ccc(O)cc1O	3.2%	.
CN1CCN(C(=S)Nc2ccc(Oc3ccccc3)cc2)CC1	-3.6%	8
CCOc1ccc(C(C)=O)cc1CSc1nnc(-c2ccoc2C)n1N	-0.3%	10
CCC1(C)Cc2c(sc(NC(=O)CCC(=O)O)c2C#N)CO1 (stereo not drawn)	.	12
CC(C)CC(=O)Nc1nnc(SCC(=O)Nc2ccc(F)cc2)s1	-1.3%	35
CCOC(=O)c1ccc(NC(=O)CSc2nc3cccnc3n2C)cc1	0.4%	.
COc1cc(CCN2C(=O)c3cccc4cccc(c34)C2=O)c(S(=O)(=O)N2CCCCCC2)cc1OC	3.6%	.
Cc1nn(C(C)(C)C)c(OC(=O)c2ccc(Br)o2)c1Sc1ccccc1	5.5%	.
CCOc1ncccc1C(=O)OCC(=O)Nc1cc(S(=O)(=O)N2CCOCC2)ccc1Cl	5.2%	-5
CCN(C(=O)CSc1nnc(NCc2ccccc2)s1)C1CCS(=O)(=O)C1 (stereo not drawn)	0.3%	4
O=C(OCC(=O)N1CCCc2ccccc21)c1cccc(S(=O)(=O)N2CCc3ccccc32)c1	2.8%	38
COc1ccc(/C=N/NC(=O)c2nc(-c3ccccc3)n(-c3ccccc3)n2)c(O)c1	1.0%	.
COc1cc(CNCCN2CCOCC2)ccc1OCc1cccc(Cl)c1	-2.9%	.
S=c1nc(-c2ccccc2)n(Cc2cccnc2)c2c1CCCC2	6.2%	8
COCCCNC(=O)Cn1cc2c(n1)CCCCC2	3.5%	15
Brc1ccc(-c2cnc3n2CCCC3)cc1	-2.3%	0
O=C(OC1CCOC1=O)c1ccc(-c2nc3ccccc3s2)s1 (stereo not drawn)	5.8%	13
COCCNC(=O)CCc1nnc(C2(c3ccc(Cl)cc3)CCC2)o1	8.7%	-4
c1csc(-c2nc3ccccc3s2)c1	4.9%	-11
CN(C)C(=S)NC(=O)c1cccc(Cl)c1	7.8%	-3
O=C(NC1CCS(=O)(=O)C1)c1sc2ccccc2c1Cl (stereo not drawn)	-0.6%	-20
O=c1c(/C=N/N2CCOCC2)c(C(F)(F)F)[nH]n1-c1ccccc1	-3.4%	2
COc1cccc2c1c(NC(=O)Nc1ccc(F)cc1F)nn2C	2.6%	-10
Cc1cc(C)c2c(c1)N[C@H](c1cccs1)[C@@H]1CCO[C@H]21	5.0%	-16
CCOC(=O)C1CCCN(S(=O)(=O)c2cc(Br)cc3c2N(C(=O)C2CC2)CC3)C1 (stereo not drawn)	2.8%	3
COc1ccc(C(=O)N/C(=C/c2cccs2)C(=O)NN)cc1OC	-0.8%	-10
O=C(CN1CCCc2ccccc21)NC(=O)NCc1ccccc1	1.7%	.
CC(=O)Oc1ccc(/C=C2/CCc3ccccc3C2=O)cc1	-5.2%	-6
CCOC(=O)N/N=C/c1cc(OC)c(O)c(OC)c1	-0.8%	3
CN(C)c1ccnc2sc(C(N)=O)c(N)c12	-2.0%	10
Cc1ccc(S(=O)(=O)NC(=O)Nn2c(C)nnc2C)cc1	6.7%	-8
CCOc1ccccc1-c1nc2c(C(C)(C)C)nn(C)c2c(=O)[nH]1	5.2%	-7
CCC1Oc2ccccc2N(CC(=O)NCc2cccs2)C1=O (stereo not drawn)	1.0%	-14
CC[N+]1(CC)CC2CCC(C)(C1)C2(C)C (stereo not drawn)	0.4%	3
COc1cccc(NC(=O)Cn2c3ccccc3c3nc4n(c(=O)c32)CCS4)c1	0.5%	21
COc1ccc(OC)c(NC(=O)C2=C(C)Nc3ncnn3C2c2cccs2)c1 (stereo not drawn)	2.4%	4
CCc1cc(SC#N)cc(CC)c1NC(=O)CCl	2.2%	.
CC1C(Br)C(=O)NC(=O)N1Cc1ccccc1 (stereo not drawn)	-0.9%	-16
COC(=O)C1=C(C)Nc2c(c(=O)n(C)c(=O)n2C)C1c1cccnc1 (stereo not drawn)	-1.3%	.
COc1ccccc1/C=C(/C(=O)OCC(=O)Nc1ccc(N(C)C)cc1)c1ccccc1	1.2%	-4
NCCCC[C@@H]1NC(=O)[C@H](CCC(=O)O)NC(=O)c2cc([N+](=O)[O-])cc(I)c2SC[C@@H](C(=O)NCC(N)=O)NC1=O	2.8%	.
Cc1ccc(-c2noc(CCC(=O)NCC3CCN(Cc4cccc(C)c4)CC3)n2)cc1	-9.3%	-2
C=C(C=O)CC1CC(O)[C@]2(C)OC3CC4OC5C[C@]6(C)O[C@]7(C)CCC8OC9C[C@]%10(C)OC%11C(C)=CC(=O)OC%11CC%10OC9C[C@@H](C)C8OC7CC6O[C@]5(C)CC5OC5C4OC3CC2O1 (stereo partly drawn)	-6.4%	.
COc1ccc(NC(=O)Cn2nnc(C(=O)NCCc3ccc(OC)c(OC)c3)c2N)c(OC)c1	2.7%	-6
CCOC(=O)c1c(C)n(C)c2ccc(OCC(O)CN3CCCCCC3)cc12 (stereo not drawn)	-3.0%	-63
Cc1nc2cc(Cl)ccc2n1CCO	6.3%	-1
C/C(N)=C(/C#N)C(=O)CSc1nnc(NC(C)C)s1	8.6%	3

The list goes on, starting with the last 5 of the part before.
SMILES	M. tuberculosis GlmU	Mtb RmlCD inh
C=C(C=O)CC1CC(O)[C@]2(C)OC3CC4OC5C[C@]6(C)O[C@]7(C)CCC8OC9C[C@]%10(C)OC%11C(C)=CC(=O)OC%11CC%10OC9C[C@@H](C)C8OC7CC6O[C@]5(C)CC5OC5C4OC3CC2O1 (stereo partly drawn)	-6.4%	.
COc1ccc(NC(=O)Cn2nnc(C(=O)NCCc3ccc(OC)c(OC)c3)c2N)c(OC)c1	2.7%	-6
CCOC(=O)c1c(C)n(C)c2ccc(OCC(O)CN3CCCCCC3)cc12 (stereo not drawn)	-3.0%	-63
Cc1nc2cc(Cl)ccc2n1CCO	6.3%	-1
C/C(N)=C(/C#N)C(=O)CSc1nnc(NC(C)C)s1	8.6%	3
O=c1c2ccccc2ncn1-c1ccccc1C(F)(F)F	-0.7%	7
COc1cc(C(C)=O)ccc1OCCN1CCC(Cc2ccccc2)CC1	6.6%	-6
CCn1c(SCC(=O)N2CCCc3ccccc32)nc2c1c(=O)n(C)c(=O)n2C	-0.8%	.
Cc1ccc2nc(-c3cccnc3)c(Nc3ccccc3C)n2c1	0.1%	-7
COCCn1c(N)c(N(Cc2ccccc2)C(=O)C2CCCCC2)c(=O)[nH]c1=O	1.1%	0
CCSc1nnc(NC(=O)c2cc(C)nc3ccccc23)s1	-4.2%	.
COC(=O)CN(c1ccccc1F)S(=O)(=O)c1ccccc1	6.4%	-4
COc1cccc(C(=O)c2c[nH]c(C(=O)NCc3cccnc3)c2)c1	-5.3%	-11
O=C(O)/C=C/C(=O)Nc1ccc(OC(F)(F)F)cc1Br	-4.2%	-8
